# IDE cell inh = human IDE inhibitors in live cells, primary screen, fluorescence polarization, HEK cells, FAbetaB substrate; Insulin-degrading enzyme (Homo sapiens), P14735; FAbetaB cleavage; inhibition, % at 5.59 µM; hit rate 0.41% among 320,000;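 active = percent inhibition above the average of all tested compounds plus 3 SD, set per screening campaign, cut at about 16% in these data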;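 note: IDE supplied by intact live HEK cells; FP after avidin binding of uncleaved biotin substrate so inhibition keeps polarization high; 0% = DMSO wells and 100% = 60 µM reference IDE inhibitor Ii1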
# Target sequence (P14735 whole entry, looked up): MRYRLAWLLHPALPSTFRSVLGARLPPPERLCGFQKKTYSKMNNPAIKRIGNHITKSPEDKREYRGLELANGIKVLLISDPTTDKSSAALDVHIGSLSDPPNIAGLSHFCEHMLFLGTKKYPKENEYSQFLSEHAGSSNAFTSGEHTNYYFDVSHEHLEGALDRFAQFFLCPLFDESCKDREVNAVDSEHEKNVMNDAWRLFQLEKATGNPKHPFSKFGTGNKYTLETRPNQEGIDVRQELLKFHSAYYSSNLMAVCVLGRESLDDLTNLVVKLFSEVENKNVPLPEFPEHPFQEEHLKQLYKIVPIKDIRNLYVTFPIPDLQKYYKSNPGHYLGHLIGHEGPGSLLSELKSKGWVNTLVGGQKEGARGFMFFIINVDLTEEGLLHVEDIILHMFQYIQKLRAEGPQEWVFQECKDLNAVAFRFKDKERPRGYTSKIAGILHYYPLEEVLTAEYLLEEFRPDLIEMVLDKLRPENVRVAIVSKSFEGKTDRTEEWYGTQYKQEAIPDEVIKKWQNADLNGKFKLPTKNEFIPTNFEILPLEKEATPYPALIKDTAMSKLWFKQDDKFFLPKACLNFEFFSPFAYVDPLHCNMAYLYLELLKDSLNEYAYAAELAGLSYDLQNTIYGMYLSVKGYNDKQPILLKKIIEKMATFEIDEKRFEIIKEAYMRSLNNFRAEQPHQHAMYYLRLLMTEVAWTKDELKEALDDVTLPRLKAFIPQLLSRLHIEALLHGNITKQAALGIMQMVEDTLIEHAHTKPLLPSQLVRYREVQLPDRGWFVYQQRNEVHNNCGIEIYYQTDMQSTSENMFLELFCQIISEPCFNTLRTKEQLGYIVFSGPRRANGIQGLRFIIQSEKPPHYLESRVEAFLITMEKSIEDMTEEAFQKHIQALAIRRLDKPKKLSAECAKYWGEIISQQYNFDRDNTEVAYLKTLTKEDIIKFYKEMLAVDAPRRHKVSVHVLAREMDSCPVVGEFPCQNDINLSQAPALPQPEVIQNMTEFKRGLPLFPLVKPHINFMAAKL
# IDE cell activ = human IDE activators in live cells, primary screen, fluorescence polarization, HEK cells, FAbeta-B substrate; FAbeta-B cleavage; 0% vehicle, 100% cell-free pure enzyme wells; activation, % at 5.96 µM; hit rate 0.073% among 340,000; AID 493087, 2011;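 active = activation above the mean of all tested compounds plus 3 SD, set per screening campaign, cut at about 17% in these data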
# * marks the source's active call; other numbers are inactive results. These rows are one share of the data, so the mix of outcomes need not match the whole.
SMILES,IDE cell inh,IDE cell activ
CCOC(=O)C1=C(COC(=O)CSc2ccc(Br)cc2)NC(=O)NC1C (stereo unspecified),9,1
CCN(CC(=O)Nc1ccc(NC(C)=O)cc1)C(=O)c1ccc2ccccc2c1,-4,1
O=C(CN1CCN(S(=O)(=O)c2cc(C(F)(F)F)ccc2Cl)CC1)N1CCc2ccccc2C1,0,1
CC1O[C@@H](O[C@H](C)CC[C@@H](C)O[C@H]2OC(C)[C@@H](O)C[C@H]2O)C(O)C[C@H]1O (stereo partly specified),-3,3
Cc1ccccc1OCC(=O)NNC(=O)Cc1ccc(S(=O)(=O)N2CCOCC2)s1,4,-5
O=C(CSc1ncnc2sccc12)NC1CCS(=O)(=O)C1 (stereo unspecified),1,6
CCc1noc(C)c1C(=O)Nc1cc(Cl)ccc1N1CCCC1,-6,-1
O=C(NCc1ccc(Cl)cc1)c1cccc(S(=O)(=O)N2CCCC2)c1,6,-2
O=C(CCC(=O)c1cccs1)OCC(=O)c1ccc(F)cc1,2,3
Cc1ccc(NC(=O)C(C)OC(=O)Cn2[nH]c(=O)c3ccccc3c2=O)cc1 (stereo unspecified),-5,-1
CC1Sc2ccc(C(=O)Nc3ncccc3O)cc2NC1=O (stereo unspecified),6,-1
CCOC(=O)C1=C(C)N(CCCC(=O)O)C(=O)NC1c1ccccc1OS(=O)(=O)c1ccc([N+](=O)[O-])cc1 (stereo unspecified),1,0
Cc1ccc(C)c(S(=O)(=O)N2CCN(C(=O)C3CCN(c4ncnc5sc(C)c(C)c45)CC3)CC2)c1,2,3
CCC1(c2ccccc2)NC(=O)N(CC(=O)Nc2ccc(N3CCOCC3)cc2)C1=O (stereo unspecified),1,0
CCN1C(=O)[C@H]2[C@@H](c3ccc(-c4ccc(F)cc4)c(OC)c3)N3CCC[C@@]3(C(=O)OC)[C@H]2C1=O,-3,6
COc1ccc(N2C(=O)N3[C@@H]4c5ccccc5OC[C@@H]4[C@@H](c4ccccc4)[C@@]3(C)C2=O)cc1,-2,3
CCOC(=O)C1=C(COC(=O)COc2ccccc2OCC)NC(=O)NC1C (stereo unspecified),-2,-3
CC(C)(C)N(Cc1ccccc1)C(=O)COC(=O)c1ccc(N2CCCC2=O)cc1,-13,5
Cc1ccccc1SCC(=O)NCC(c1ccc(F)cc1)N1CCOCC1 (stereo unspecified),-5,6
O=C(COC(=O)/C=C/c1cccc(C(F)(F)F)c1)NCc1cccs1,0,5
CCCc1cc(=O)[nH]c(SCC(=O)N2CCc3cc(OC)c(OC)cc3C2)n1,-2,6
CC(C)c1nc(SCC(=O)Nc2cccc3ccccc23)n[nH]1,0,0
O=C(COC(=O)CC1CCCC1)Nc1cccc(F)c1,-4,0
O=C(COC(=O)CNC(=O)c1ccccc1F)NCCNC(=O)COC(=O)CNC(=O)c1ccccc1F,-1,2

# Full records, looked up by structure.
# Listed for `O=C(CSc1ncnc2sccc12)NC1CCS(=O)(=O)C1` (stereo unspecified) = IDE cell inh = 1; IDE cell activ = 6
# Listed for `CCCc1cc(=O)[nH]c(SCC(=O)N2CCc3cc(OC)c(OC)cc3C2)n1` = IDE cell inh = -2; IDE cell activ = 6

# New compounds follow
SMILES,IDE cell inh,IDE cell activ
COc1ccc(NC(=O)CNc2ccccc2C(C)=O)cc1S(=O)(=O)N1CCOCC1,5,-4
Cc1cccnc1NC(=O)C1CCN(S(=O)(=O)c2ccc3ccccc3c2)CC1,4,-1
Cc1ccc(NC(=O)CN(C(=O)N2CCN(C)CC2)S(=O)(=O)c2ccc(C)cc2)cc1,2,1
CCOc1ccc(C(=O)NNC(=O)CN2C(=O)C3CC=CCC3C2=O)cc1OC (stereo unspecified),-3,0
CC(OC(=O)Cn1cnc2c1c(=O)n(C)c(=O)n2C)C(=O)NC(C)c1ccc(Cl)cc1Cl (stereo unspecified),2,-2
COc1cccc(NC(=O)CN2C(=O)NC(CCc3ccccc3)C2=O)c1 (stereo unspecified),-1,2
CCc1ccc(C(=O)C(C)OC(=O)CNS(=O)(=O)c2ccc(C)cc2)cc1 (stereo unspecified),8,6
COc1ccc(S(=O)(=O)Nc2c(C)nn(C)c2C)cc1Br,5,1
O=C(COC(=O)c1ccc(CO)cc1)c1ccc(S(=O)(=O)N2CCCCC2)cc1,8,2
COc1ccc(NS(=O)(=O)c2ccc(C)c(C(=O)NCC(c3ccco3)N3CCCCC3)c2)cc1 (stereo unspecified),-1,5
O=C(Nc1nc(-c2ccco2)c(-c2ccco2)s1)c1ccco1,4,2
Cc1ccc(S(=O)(=O)NCC(c2ccco2)N2CCc3ccccc32)cc1 (stereo unspecified),-2,5
O=C(COC(=O)c1cc[n+]([O-])cc1)Nc1ccc(Cl)cc1Cl,-4,4
Cc1cc(Nc2cc(Cl)nc(Sc3ccc(NC(=O)C4CC4)cc3)n2)n[nH]1,3,4
COc1ccc2c(c1)CCCC21NC(=O)N(CC(=O)NCc2cccs2)C1=O (stereo unspecified),4,6
O=C(CSc1nc(=O)n(CCN2CCOCC2)c2c1CCC2)Nc1ccc(OC(F)(F)F)cc1,-4,5
CN(C(=O)CN1C(=O)c2ccccc2S1(=O)=O)C1CCCCC1,3,5
COc1ccc(Cl)cc1NC(=O)CN(C)C(=O)c1cc2ccccc2cc1O,4,2
O=C(COc1ccc(Cl)cc1)OCC(=O)N1CCOCC1,0,3
Cc1cccc(-c2oc3ccc(-c4ccc5c(c4)OCO5)cc3c2-c2ccc(OC3CCCCO3)cc2)c1 (stereo unspecified),-2,1
COc1ccc(C(=O)OCC(=O)NC(=O)NC2CCCC2)cc1OC,4,-2
COc1cc(S(=O)(=O)Nc2ccc3nc(C)sc3c2)ccc1NC(C)=O,10,2
COc1ccc(OCC(=O)NNC(=O)C2CCC2)cc1,1,-2
CC1(C)C(=O)Nc2ccccc2N1C(=O)COC(=O)/C=C/c1ccc(OC(F)F)cc1,1,-1
O=C(Nc1ccccc1)c1nc[nH]c1C(=O)NCc1ccccc1,0,3
CCOc1ccccc1N1CC(C(=O)N(CC)CC(=O)Nc2ccc3c(c2)OCCO3)CC1=O (stereo unspecified),-3,6
CC(=O)c1ccc2c(c1)C1C=CCC1C(c1cc3c(cc1Br)OCO3)N2 (stereo unspecified),1,6
Cc1ccc(C2(C)NC(=O)N(CC(=O)NNC(=O)c3ccoc3C)C2=O)cc1 (stereo unspecified),5,8
Cc1ccc(NC(=O)COC(=O)C2CC3CCCC(C2)C3=O)c([N+](=O)[O-])c1 (stereo unspecified),3,4
CCOC(=O)c1c(C)[nH]c(C(=O)OCC(=O)c2ccc3c(c2)NC(=O)CO3)c1C,2,1
COCCN(C(=O)CSCC(=O)Nc1cccc(C)c1)c1c(N)n(Cc2ccccc2)c(=O)[nH]c1=O,-2,-1
CC1=NNC(=O)C1Cc1c(Cl)cccc1Cl (stereo unspecified),-5,4
CC1(C2CC2)NC(=O)N(CC(=O)N2CCN(S(=O)(=O)c3ccc(F)c(F)c3)CC2)C1=O (stereo unspecified),0,1
CCOc1cc(N2CCOCC2)c(OCC)cc1NC(=O)C1=COCCO1,-4,6
O=C(NNC(=O)c1cc(F)c(F)cc1Cl)c1ccc(NS(=O)(=O)c2cccs2)cc1,4,-1
Cn1nc(C(=O)NNC(=O)c2cccc(Cl)c2)c2ccccc2c1=O,3,4
CC1(C)O[C@@H]2C[C@H]3[C@@H]4CCC5=CC(=O)CC[C@]5(C)[C@@]4(F)[C@@H](O)C[C@]3(C)[C@]2(C(=O)CCl)O1,1,1
CCn1nc(C(=O)NNC(=O)C2CSC3(C)CCC(=O)N23)c2ccccc2c1=O (stereo unspecified),-1,1
CCCCn1c(N)c(N(CC(C)C)C(=O)c2ccc(-c3ccc(Cl)cc3)o2)c(=O)[nH]c1=O,7,-1
COc1ccc([N+](=O)[O-])cc1NS(=O)(=O)c1cccc(C(=O)NCCCN2CCCC2=O)c1,3,3
Cc1cc(NC(=O)CN(C)CC(=O)Nc2ccc(Cl)cc2)no1,5,1
N#Cc1ccc(C(=O)Nc2cc(S(=O)(=O)N3CCOCC3)ccc2N2CCCC2)cc1,2,2
COc1ccc(NS(=O)(=O)c2ccc(C(=O)N3CCC(C)CC3)cc2)cc1,0,0
C[C@H](CO)N1C[C@H](C)[C@H](CN(C)Cc2ccccc2)Oc2ccc(NC(=O)Nc3ccc(F)cc3)cc2C1=O,-2,4
COc1ccc(-c2nn(-c3ccccc3)cc2C(=O)N2CCN(C(=O)c3ccco3)CC2)cc1,6,0
C=CCN(c1ccccc1)S(=O)(=O)c1cccc(C(=O)NNC(=O)c2ccncc2)c1,3,-1
Cc1ccc(OCCC(=O)OCC(=O)NC2CCS(=O)(=O)C2)cc1 (stereo unspecified),-3,3
CC(OC(=O)[C@@H](NC(=O)c1ccco1)C(C)C)C(=O)Nc1ncc(Cl)cc1Cl (stereo partly specified),3,3
CCC1(c2ccc(F)cc2)NC(=O)N(CC(=O)NC2CCCC(C)C2C)C1=O (stereo unspecified),5,2
CC(C)CN(C(=O)CCC(=O)OCc1ccc(Cl)cc1Cl)c1c(N)n(CC(C)C)c(=O)[nH]c1=O,-1,0
N#Cc1ccc(OC(=O)C2CCN(C3=NS(=O)(=O)c4ccccc43)CC2)cc1,3,-1
O=C(COc1ccc(-c2ccccc2)cc1)Nc1cccnc1,2,-7
Cc1cccc(C(=O)NCC(=O)N2CCN(S(=O)(=O)c3ccc4c(c3)OCCO4)CC2)c1,-2,-4
O=C(COC(=O)c1ccc(F)cc1Cl)Nc1cccc(S(=O)(=O)N2CCOCC2)c1,7,2
CN(C)CCCNc1oc(-c2ccccc2Cl)nc1S(=O)(=O)c1ccccc1,4,-2
O=C1C=C(c2ccc(Cl)c(C(F)(F)F)c2)C[C@@H](c2ccc3c(c2)OCO3)C1,5,4
CCN1CCN(c2ccc(Cl)cc2NC(=O)c2ccc(-n3nc(C)cc3C)cc2)CC1,-3,0
Cc1ccccc1NC(=O)COC(=O)C1CC2CCCC(C1)C2=O (stereo unspecified),-2,3
CC(C)CC1Nc2ncnc(N3CCCCC3)c2N(Cc2ccc(Br)cc2)C1=O (stereo unspecified),-1,3
Cc1c(C(=O)N2CCc3ccccc3C2)oc2ccc(Br)cc12,5,5
# (more compounds)
SMILES,IDE cell inh,IDE cell activ
COc1ccc(CNC(=O)COC(=O)c2ccc(C)c(S(=O)(=O)N3CCOCC3)c2)cc1OC,4,3
COc1cc(SC)ccc1C(=O)NNC(=O)C1COc2ccccc2O1 (stereo unspecified),3,3
CCOC(=O)N1CCN(S(=O)(=O)c2ccc(C(=O)N(CCCN(C)C)c3nc4c(C)c(C)ccc4s3)cc2)CC1,-6,2
O=C(NCc1cccc(Br)c1)C1CC2Cn3c(nc4ccccc43)C2N1Cc1ccccc1 (stereo unspecified),-1,1
Cc1ccc(S(=O)(=O)N2[C@@H](c3ccccc3F)C(C(=O)O)=CC[C@H]2c2cccc(C)c2)cc1,4,-6
CN(C)C(CNC(=O)c1ccc(OCc2cn3ccccc3n2)cc1)c1ccco1 (stereo unspecified),5,3
COc1ccc([C@H]2CC(=O)C=C(c3ccc4c5c(cccc35)CC4)C2)cc1,-2,-2
O=S(=O)(c1ccc2c(c1)OCCO2)N1CCN(S(=O)(=O)c2ccco2)CC1,8,3
CC1(C)NC(=O)N(CC(=O)OCC(=O)NC(=O)c2ccccc2)C1=O,0,6
Cc1[nH]c2ccccc2c1C(=O)C(C)OC(=O)c1ccc(Cl)nc1 (stereo unspecified),-3,-1
C[C@H](CO)N1C[C@H](C)[C@@H](CN(C)Cc2ccc(C(=O)O)cc2)Oc2c(NS(=O)(=O)c3ccc(F)cc3)cccc2C1=O,-1,-4
CC(C)(C)OC(=O)N1CCC(CC2CC(c3ccccc3)=NO2)(C(=O)O)CC1 (stereo unspecified),-1,-3
CCCn1c(N)c(C(=O)CSc2nc(C)nc3sc(C)c(C)c23)c(=O)[nH]c1=O,10,0
CCCn1c(SCC(=O)c2c(N)n(C3CC3)c(=O)[nH]c2=O)nnc1-c1ccncc1,1,2
CC(NC(=O)c1cccc(S(=O)(=O)N2CCN(C)CC2)c1)c1ccc(Cl)cc1Cl (stereo unspecified),1,0
COc1ccc(COC(=O)c2ccc(C)c(S(=O)(=O)N3CCOCC3)c2)cc1F,2,6
O=C(Nc1ccc(Cl)c(C(F)(F)F)c1)[C@@H]1CC=C[C@@H]2CCN(Cc3ccccc3)C(=O)[C@@H]21,8,0
COc1ccc(/C=C2\SC(=O)N(CCNC(=O)C3=COCCO3)C2=O)cc1,-4,-7
Cc1ccc(NC(=O)c2ccc(F)cc2F)cc1,1,-1
C[C@H](NC(=O)c1ccccc1Cl)C(=O)OCc1cn2cc(Cl)ccc2n1,1,4
Cc1ccc(C)c(S(=O)(=O)N2CCN(C(=O)Cn3[nH]c(=O)c4ccccc4c3=O)CC2)c1,10,0

# Filtered by structure, the entries above containing a furan ring, fused or not.
SMILES,IDE cell inh,IDE cell activ
COc1ccc(NS(=O)(=O)c2ccc(C)c(C(=O)NCC(c3ccco3)N3CCCCC3)c2)cc1 (stereo unspecified),-1,5
O=C(Nc1nc(-c2ccco2)c(-c2ccco2)s1)c1ccco1,4,2
Cc1ccc(S(=O)(=O)NCC(c2ccco2)N2CCc3ccccc32)cc1 (stereo unspecified),-2,5
Cc1cccc(-c2oc3ccc(-c4ccc5c(c4)OCO5)cc3c2-c2ccc(OC3CCCCO3)cc2)c1 (stereo unspecified),-2,1
Cc1ccc(C2(C)NC(=O)N(CC(=O)NNC(=O)c3ccoc3C)C2=O)cc1 (stereo unspecified),5,8
CCCCn1c(N)c(N(CC(C)C)C(=O)c2ccc(-c3ccc(Cl)cc3)o2)c(=O)[nH]c1=O,7,-1
COc1ccc(-c2nn(-c3ccccc3)cc2C(=O)N2CCN(C(=O)c3ccco3)CC2)cc1,6,0
CC(OC(=O)[C@@H](NC(=O)c1ccco1)C(C)C)C(=O)Nc1ncc(Cl)cc1Cl (stereo partly specified),3,3
Cc1c(C(=O)N2CCc3ccccc3C2)oc2ccc(Br)cc12,5,5
CN(C)C(CNC(=O)c1ccc(OCc2cn3ccccc3n2)cc1)c1ccco1 (stereo unspecified),5,3
O=S(=O)(c1ccc2c(c1)OCCO2)N1CCN(S(=O)(=O)c2ccco2)CC1,8,3
